Mdm2 ligase inh – inhibitors of human Mdm2 E3 ubiquitin ligase. Q00987. cell-based MDM2 ubiquitination luciferase reporter, 2 h; 0 = plate control, 100 = twice control, blank-subtracted. signal enhancement, % at 5 µM. 0.11% of 210,000 active;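 active = signal enhancement of 30% or more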;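 also: luminescence tracks abundance of the self-degrading MDM2-luciferase fusion protein; higher signal means inhibition of MDM2 E3 ligase activity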
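Assay system: stable mammalian line carrying autodegrading MDM2–luciferase fusion reporter; Input: 2000 cells in each well; Compound dosing: single-point 5 µM; Schedule: 2 h compound exposure at 37 °C; Signal: SteadyLite luciferase luminescence after 15 min room-temperature reagent incubation; Evaluation: % luminescence enhancement versus blank-corrected plate control mean; Benchmarks: plate controls and plate blanks.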
EBV gp42 block – blocks Epstein-Barr virus glycoprotein 42 binding; Fluorescence polarization binding assay, mP read-out; inhibition, % (tested at 21.74 µM); 0.42% of 220,000 active; AID 1085; Q1HVG2; in the data active = inhibition above about 50%
Target sequence (Q1HVG2 whole entry, looked up): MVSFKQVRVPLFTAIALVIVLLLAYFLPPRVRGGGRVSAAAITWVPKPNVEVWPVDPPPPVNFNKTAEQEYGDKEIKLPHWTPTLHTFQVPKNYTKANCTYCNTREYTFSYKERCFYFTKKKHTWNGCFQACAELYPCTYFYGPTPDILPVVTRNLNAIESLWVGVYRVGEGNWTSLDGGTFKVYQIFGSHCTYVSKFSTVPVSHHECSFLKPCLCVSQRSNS
Runt-SMMHC FRET – blocks binding of human RUNX1 Runt domain to CBFb-SMMHC; Cerulean-Runt/Venus-CBFb-SMMHC FRET ratio 530/480, 1 h; inhibition, % at 20 µM; 0.74% of 220,000 active;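 active = mean inhibition across duplicate retests at 20 µM reaching about 50%, limit read from the data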;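 also: 0% = DMSO wells and 100% = wells with excess untagged CBFb-SMMHC; inhibitors lower the FRET ratio by blocking Runt binding to CBFb-SMMHC; some results filed as inactive read as strong as hits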
Runt-CBFb FRET – inhibitors of human RUNX1 Runt domain binding to CBFb; Cerulean-Runt/Venus-CBFb FRET ratio 530/480, 1 h; Q01196+Q13951; 0.46% of 220,000 active; inhibition, % at 20 µM;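 active = inhibition over about 50% at 20 µM in the single-dose screen, limit read from the data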;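 also: 0% = DMSO wells and 100% = excess unlabeled CBFb competitor control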
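Doses: 20 µM compound in 1% DMSO | Material: Cerulean-labeled Runt domain protein | Amount: Each fluorescent fusion protein 100 nM | Schedule: Two 1 h room-temperature incubations shielded from light | Measured by: FRET fluorescence | Evaluation: Loss of energy transfer signal | Controls: Unlabeled CBFb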
L929 necroptosis – blocks zVAD induced death of L929 cells; L929 zVAD necroptosis rescue, ATP luminescence, 24 h; with zVAD 60 µM; viability rescue, % at 10 µM; 0.38% of 220,000 active; AID 1377;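 active = activation, scaled between plate controls, above about 75%, limit read from the data; inactive = activation under that limit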;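 also: 0% = zVAD with DMSO and 100% = DMSO alone without zVAD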
NCF1 inh – inhibitors of human p47phox binding; AID 1274; inhibition, % at 24.7 µM; p47phox/p22phox peptide binding, fluorescence polarization, 2 h; P14598; 0.53% of 220,000 active;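 active = inhibition above about 30%, limit read from the data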;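 also: 0% = p47phox with labelled peptide and 100% = labelled peptide alone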
Target sequence (P14598 whole entry, looked up): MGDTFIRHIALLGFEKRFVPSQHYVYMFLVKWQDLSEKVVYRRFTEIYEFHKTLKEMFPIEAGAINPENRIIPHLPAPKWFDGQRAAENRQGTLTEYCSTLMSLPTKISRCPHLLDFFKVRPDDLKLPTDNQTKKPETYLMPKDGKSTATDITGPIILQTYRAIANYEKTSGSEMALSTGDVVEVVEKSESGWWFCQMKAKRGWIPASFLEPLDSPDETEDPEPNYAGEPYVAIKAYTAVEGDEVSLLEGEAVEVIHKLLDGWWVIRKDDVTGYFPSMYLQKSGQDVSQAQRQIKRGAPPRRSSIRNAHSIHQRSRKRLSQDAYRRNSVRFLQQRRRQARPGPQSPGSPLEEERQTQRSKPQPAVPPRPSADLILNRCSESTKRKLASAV
Hck-Nef inh – inhibitors of human Hck kinase activated by Nef | Recombinant Hck-YEEI plus Nef, Z-Lyte FRET kinase assay | inhibition, % at 20 µM | 0.68% of 220,000 active | AID 463187;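 active = Hck-Nef kinase inhibition above about 50%, limit read from the data; inactive = inhibition below that limit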;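 also: 0% = DMSO with Hck plus Nef and 100% = Hck alone without Nef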
Tb hexokinase – T. brucei hexokinase 1 inhibition. recombinant TbHK1, G6PDH-coupled NADH A340. inhibition, % at 10 µM. 0.11% of 220,000 active. AID 1430;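 active = inhibition of 50% or more in the single-dose primary screen; inactive = inhibition below 50%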
14-3-3 Bad PPI – disrupts binding of bovine 14-3-3 zeta to phospho-Bad peptide | P63103 | TR-FRET 14-3-3zeta/Dy647-pBad peptide displacement, 1 h | inhibition, % at 21.7 µM | 0.71% of 220,000 active | AID 781;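 active = inhibition above about 70%, limit read from the data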;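 also: 0% = full 14-3-3 plus peptide FRET controls and 100% = background without 14-3-3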
Target sequence (P63103 whole entry, looked up): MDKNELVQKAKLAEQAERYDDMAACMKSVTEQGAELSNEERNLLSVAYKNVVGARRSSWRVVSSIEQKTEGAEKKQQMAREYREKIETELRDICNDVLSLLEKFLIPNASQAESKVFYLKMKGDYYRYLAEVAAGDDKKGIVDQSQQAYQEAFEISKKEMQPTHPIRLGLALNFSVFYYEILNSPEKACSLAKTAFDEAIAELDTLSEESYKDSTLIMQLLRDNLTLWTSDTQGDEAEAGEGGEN
The depositor's hits bear a star; nt = no result given; [ ] = another dose, or the depositor's remark.

SMILES,Hck-Nef inh,Tb hexokinase,NCF1 inh,EBV gp42 block,14-3-3 Bad PPI,Mdm2 ligase inh,L929 necroptosis,Runt-CBFb FRET,Runt-SMMHC FRET
COCCN1C=C2C(=O)C(C)(OC(=O)CCc3ccccc3)C(=O)C=C2C=C1c1ccc(C#N)cc1 (centres undefined),29,-26,-3,3,-7,21,0.7,4,0
CC(=O)Nc1ccc2c(c1)nc1n2CCSC1,0,-4,-6,8,6,-21,-0.1,2,-1
CC(=O)N(CN1C(=O)CCC1=O)c1ccc(Cl)c(Cl)c1,-20,2,-2,-9,82*,-6,0.9,-1,0
Cc1cccc(C(=O)N[C@H](C(=O)Nc2nc3ccc(S(C)(=O)=O)cc3s2)C(C)C)c1,-9,-3,-4,4,-2,-10,1.5,-2,-3
CC(C)NC(=O)NC(=O)COC(=O)c1ncc(Cl)c(Cl)c1Cl,2,1,-16,4,-3,-3,0.5,0,-2
COc1ccc(NC(=O)C2CCCN(S(=O)(=O)c3c(C)n[nH]c3C)C2)cc1OC (centres undefined),3,6,-10,4,0,-25,-0.6,-1,0
O=C(CC(O)(c1ccccc1)C(F)(F)F)c1cccs1 (centres undefined),2,-7,-5,-20,-3,-18,0.7,-2,2
COc1cccc(C(=O)Nc2ccc(F)c(F)c2F)c1,0,8,-8,-12,-2,-5,-0.1,0,3
CCOC(=O)c1ccccc1NC(=O)CSc1nc2ccccc2c(=O)[nH]1,-3,-2,-8,-6,-6,6,6.5,-2,0
COc1cc(OC)cc(C(=O)NC2CCN(C(=O)N3c4ccccc4Sc4ccccc43)CC2)c1,-2,-9,-23,-18,7,-19,0.2,-2,-4
Cc1ccc(Cn2ncc3c(N4CCN(CC#N)CC4)ncnc32)cc1,20,2,-4,-11,-10,9,4.4,-1,4
COc1ccc(NC(=O)C(OC)c2ccccc2)cc1Cl (centres undefined),-4,0,-4,-10,-4,-4,3.2,-1,-5
O=C(/C=C/c1ccc(O)cc1)c1ccccc1,-14,-47,-12,-13,1,-16,0.4,-14,-42
CC(O)CNc1ncnc2nc[nH]c12 (centres undefined),-1,-1,-5,-8,-1,0,0.9,-2,2
CC1(C)Cc2c(ccc3ccccc23)C(NNC(=O)c2cccnc2)=N1,1,-22,-5,-1,-7,-15,0.7,0,3
CC(C)CC(C(=O)NC1CCCC1)N(Cc1cccs1)C(=O)c1snc(C(N)=O)c1N (centres undefined),3,-10,-13,-25,-5,nt,0.1,-1,7
CCCC(=Nc1ccc(N)cc1)C1=C(O)C(C(=O)OC)C(C)(C)CC1=O (centres undefined),-17,-6,1,-16,-6,-9,-0.7,-112,-193
COc1ccc(-c2c(C(C)=O)c(C)nc3sc4c(=N)n(N)cnc4c23)cc1,8,-4,-11,-26,-1,9,1.2,-2,0
CCCCNC(=O)C(=O)N/N=C/c1ccc(C(=O)OC)cc1,18,-5,1,5,-11,-4,2.7,-1,2
CC[n+]1c(/C=C/N(C)c2ccccc2)oc2ccc(F)cc21,0,-227,-10,-142,18,-30,0.0,-12,-4
C=CC[N+](C)(C)CCCNC(=O)/C=N/O,-2,10,-8,-52,28[fluorescence artefact?],-10,-0.3,-18,10
CSc1cccc(NC(=S)N(CCN(C)C)C(C)c2ccncc2)c1 (centres undefined),21,-12,-7,-13,-6,nt,-1.1,0,0
O=C(CSc1nccc(=O)[nH]1)c1c[nH]c2ccccc12,9,-6,3,-12,-1,-6,1.3,2,-6
O=[N+]([O-])c1ccc(-c2cnc(SCc3ccccc3Cl)[nH]2)cc1,0,0,-3,17,-6[fluorescence artefact?],4,0.4,-6,-21
CCN(CC)S(=O)(=O)c1ccc(C(=O)NCCCn2ccnc2)cc1,30,-1,-2,-8,1,-4,0.7,0,0
O=C(O)/C=C/c1cn(Cc2ccccc2)nc1-c1cccs1,-1,-4,-2,0,0,-2,4.2,2,-1
CCS(=O)(=O)N1CCN(c2cc3c(cc2[N+](=O)[O-])n(C)c(=O)n3C)CC1,-3,-7,-3,-5,-6,-16,0.4,0,2
COc1cc2c3c(c1OC)C1(C=CC(=O)C=C1)CC3N(C(C)=O)CC2 (centres undefined),1,15,-12,-2,1[fluorescence artefact?],0,0.8,-1,2
CCOC(=O)c1nnn(-c2nonc2N)c1CN(CC)CC,2,-3,-10,-17,8,-18,0.3,1,2
CCCCn1c(O)c(N=NC(=O)Cn2c(C(F)(F)F)nc3ccccc32)c2ccccc21,4,-17,3,-19,3,2,0.7,-5,-3
CCOc1cc(C(=O)OCC(=O)Nc2ccc(SC(F)F)cc2)cc(OCC)c1OCC,3,-5,-15,-25,7[fluorescence artefact?],-4,0.2,-6,-4
COC(=O)c1sc(N)nc1C(C)(C)C,1,-2,-27,8,5,-10,1.0,2,-4
COc1cc(/C=N/Nc2cccc(C)c2)ccc1OC(=O)c1cccs1,2,-7,-4,-21,2,-9,-0.4,2,1
CCOC(=O)C1(C(F)(F)F)N=C(C(F)(F)F)Nc2ccc(F)cc21 (centres undefined),-10,-3,-15,-12,1,-1,nt,-2,0
O=C(Cn1ccc([N+](=O)[O-])n1)N1CCCCCC1,5,-2,-5,-2,-3,4,-1.2,1,0
CC(C)CN1C(=O)c2ccc(C(=O)Nc3ccccn3)cc2C1=O,2,3,7,14,-1,-30,-0.1,-1,2
CC(=O)N/N=C(\C)c1cccc(NC(=O)c2cccs2)c1,-5,5,0,0,-2,-2,-0.1,-1,6
Cc1ccc(OCC(=O)Nc2ccc(S(=O)(=O)N3CCOCC3)cc2)c([N+](=O)[O-])n1,16,-5,1,-2,6,-9,1.8,0,-2
CCC1=C(OC(=O)N(CC)CC)N2C(=O)OC(=NCC3CC3)[C@]2(C)[C@H]2C1=CC[C@H]1C(=O)N(CC)C(=O)[C@H]12,23,-14,-2,-13,-3,1,-0.3,0,-1
O=C(Nc1cc(F)c(Br)cc1F)c1ccc(Cl)cc1,15,-16,-5,3,5,-9,0.8,1,-1
COc1ccc(C(=O)C2CCCN(C(=O)c3ccoc3C)C2)cc1F (centres undefined),10,-2,-47,-13,8,-26,0.4,-1,-6
COc1cc2c(c(OC)c1OC)CCc1cnoc1-2,36,-8,-14,-12,-4,nt,0.6,2,0
COc1ccc(Cl)cc1C(=O)OCC(=O)NC(=O)c1cccn1C,1,-10,-17,2,5,-3,-0.1,0,1
Cc1cccc(NC(=O)N2CCC(NC(=O)c3ccccc3C)CC2)c1,-1,4,-8,-3,-11,-21,-0.3,0,-1
CCSc1nnc(NC(=O)Cc2cc(OC)c(OC)c(OC)c2)s1,14,7,0,-12,5,-10,0.8,0,1

Shown field by field: 2 of the compounds above.
compound: CC(C)CN1C(=O)c2ccc(C(=O)Nc3ccccn3)cc2C1=O
  Hck-Nef inh: 2
  Tb hexokinase: 3
  NCF1 inh: 7
  EBV gp42 block: 14
  14-3-3 Bad PPI: -1
  Mdm2 ligase inh: -30
  L929 necroptosis: -0.1
  Runt-CBFb FRET: -1
  Runt-SMMHC FRET: 2

compound: CC(=O)N/N=C(\C)c1cccc(NC(=O)c2cccs2)c1
  Hck-Nef inh: -5
  Tb hexokinase: 5
  NCF1 inh: 0
  EBV gp42 block: 0
  14-3-3 Bad PPI: -2
  Mdm2 ligase inh: -2
  L929 necroptosis: -0.1
  Runt-CBFb FRET: -1
  Runt-SMMHC FRET: 6

Additional structures follow.
SMILES,Hck-Nef inh,Tb hexokinase,NCF1 inh,EBV gp42 block,14-3-3 Bad PPI,Mdm2 ligase inh,L929 necroptosis,Runt-CBFb FRET,Runt-SMMHC FRET
CCC(=O)N1CCCc2cc(S(=O)(=O)N3CCN(C4CCCCC4)CC3)ccc21,nt,nt,-6,-14,55,-4,nt,0,-110
O=C(NN=C1CCCC1)c1n[nH]c2c1CCC2,3,-3,-15,-4,-9,nt,0.6,1,4
COC(=O)c1ccc2ccn(CC(=O)NC3CCCCC3)c2c1,0,-4,-11,-19,16,-6,0.1,-3,-5
CN(C)S(=O)(=O)c1cccc(C(=O)OCC(=O)Nc2sccc2C(N)=O)c1,9,0,6,12,-17,-17,1.4,nt,nt
Cc1ccc(NC(=O)c2c(C(F)(F)F)nn(C)c2SCc2cccc(C(F)(F)F)c2)cc1C,-1,6,-7,-6,-12,-13,-0.2,0,-6
Cc1nccn1-c1ccc(C(F)(F)F)cc1[N+](=O)[O-],21,-1,0,-13,-7,-5,0.8,0,-2
c1ccc(-c2ncnc3nc4n(c23)CCC4)cc1,8,7,2,-16,-5,-6,0.4,0,-4
COc1cccc(CN(C)C(=O)c2ccc(S(=O)(=O)N3CCCC3)cc2)c1OC,1,0,0,-8,-4[fluorescence artefact?],-29,0.1,-2,-4
C/C(=N\Nc1cccc2cccnc12)c1ccc[nH]1,10,0,-5,-11,-5,-21,0.8,0,-4
Oc1cc(Cc2ccccc2)cnc1CN1CCCCC1,2,3,-10,-21,-1,-7,0.9,-1,2
COc1ccc(NC(=O)c2c(OC)cccc2OC)c(OC)c1,3,3,-3,-12,-10[fluorescence artefact?],-13,-0.2,-2,-3
CCOc1ccccc1NC(=O)c1ccc(NC(=O)c2ccco2)cc1,-7,-8,11,-8,-3,-9,nt,-3,4
CCOC(=O)c1cc(NC(=O)Nc2ccccc2Cl)c(C)nc1C,-12,-4,-6,0,-12,-4,9.6,-2,1
COc1ccc(Nc2nc(-c3ccc(OC)cc3)c(CCC(=O)O)s2)cc1,10,-14,-13,-5,-3,-11,3.8,3,-1
O=C(Nc1ccc(Cl)c(Cl)c1)N1CC=C(c2ccccc2)CC1,2,8,-18,-27,-3,-5,0.2,nt,3
Cc1ccc(NCc2nnc(SCC(=O)O)n2Cc2ccccc2)cc1Cl,10,-6,-11,5,-2,-6,1.0,2,1
CCOC(=O)c1cc(-c2ccccc2)sc1NC(=O)C(C)OC(=O)c1cccnc1Cl (centres undefined),1,-10,-16,3,-4,11,0.0,-3,6
COc1ccc(CS(=O)(=O)c2nc(C)cc(C)c2S(C)(=O)=O)cc1,25,3,-2,-14,-13,5,-0.5,1,1
CC(=O)Nc1sc(N/N=C\c2cccc(Cl)c2)nc1-c1cccs1,1,-12,-15,-12,-6,-15,1.3,9,5
COc1ccc2nc(C)c(C(N)=O)cc2c1,21,-13,-10,-20,3,-2,6.2,0,2
CC1(C)CC(=O)C(Sc2ccccc2C(=O)O)=C(O)C1,-3,2,-1,-19,3,10,1.2,-2,2
O=C(O)c1cc2c(s1)-c1ccccc1OC2,-4,-30,-6,-6,24,-5,1.9,0,0
CCC(C)N(C(=O)COC(=O)/C=C/c1ccc(O)c(OC)c1)C1CCS(=O)(=O)C1 (centres undefined),2,-25,-10,-9,1,0,0.1,6,1
Cc1cc(=S)[nH]c2ccccc12,3,-10,-5,2,7[fluorescence artefact?],2,0.1,0,8
Cc1cc(C)nc(SCc2cc(=O)c(OC(=O)c3ccco3)co2)n1,3,-10,2,-18,-8,nt,-0.2,-1,2
O=C(CNCc1ccc(Cl)cc1)Nc1cccc(C(=O)O)c1,26,3,-1,-21,-7,36*,2.6,nt,-3

Source: PubChem BioAssay (several laboratories)
